Screening data (PubChem BioAssay)
PGK inhibitor: inhibitors of T. brucei phosphoglycerate kinase; P07378; Potency, µM (series often up to 57.5 µM), for the others: top-dose activity change, negative = inhibition, usual class: inhibitors; PGK/GAPDH coupled, Kinase-Glo luminescence, 60 min; AID 602233; actives 0.043% (n = 380,000); note: potency is the fitted concentration of half-maximal effect; % is set by controls: 0 for no effect and ±100 for the full control effect; nearly all actives have a fitted effect of over 60% in size
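Recombinant glycosomal PGK reaction used 1,3-bisphosphoglycerate generated in-well by GAPDH (100nM final) in 100mM TEA pH 7.6, 5mM MgCl2, 0.01% Tween-20. After 60 minutes at room temperature, ATP was read by Kinase-Glo Plus luminescence end-point.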
TrxR1 inh: inhibitors of rat thioredoxin reductase 1; AID 588453; Potency, µM (series often up to 114 µM), without a hit: at the highest dose activity change, negative = inhibition, hits mostly inhibitors; O89049; actives 1% (n = 390,000); recombinant rTrxR1, NADPH fluorescence consumption, selenite substrate; note: potency is the fitted concentration of half-maximal effect; % is set by controls: 0 for no effect and ±100 for the full control effect; nearly all actives have a fitted effect of over 65% in size
Target sequence (O89049 whole entry, looked up): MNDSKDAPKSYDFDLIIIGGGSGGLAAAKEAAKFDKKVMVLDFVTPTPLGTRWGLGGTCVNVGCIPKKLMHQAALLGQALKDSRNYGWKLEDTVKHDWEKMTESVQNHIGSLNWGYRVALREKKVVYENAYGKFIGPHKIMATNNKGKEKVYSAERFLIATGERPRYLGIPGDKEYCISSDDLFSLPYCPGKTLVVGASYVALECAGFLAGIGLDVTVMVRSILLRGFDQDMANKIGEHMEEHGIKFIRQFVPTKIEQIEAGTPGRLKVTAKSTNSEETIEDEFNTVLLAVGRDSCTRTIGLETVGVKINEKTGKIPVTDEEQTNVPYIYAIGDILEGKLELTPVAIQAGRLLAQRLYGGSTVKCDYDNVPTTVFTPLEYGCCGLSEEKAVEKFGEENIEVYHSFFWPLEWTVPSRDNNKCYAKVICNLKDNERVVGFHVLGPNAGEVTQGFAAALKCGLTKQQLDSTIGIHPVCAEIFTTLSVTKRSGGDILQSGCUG
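Rat TrxR1 (90 nM in the dispensed reagent) was pre-reduced with 400 uM NADPH for 5 min at room temperature, then incubated with compound for 15 min. After 400 uM selenite was added, NADPH fluorescence (Ex 340/Em 450 nm) was followed for 8 min.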
TrxR1 substrate: rat thioredoxin reductase 1 substrate activity; Potency, µM (series often up to 114 µM), inactives show at the highest dose activity change, negative = substrate turnover; actives 0.01% (n = 390,000); O89049; AID 588456; purified TrxR1 substrate turnover, NADPH consumption readout; note: potency is the fitted concentration of half-maximal effect; % is set by controls: 0 for no effect and ±100 for the full control effect; nearly all actives have a fitted effect of over 50% in size
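Rat TrxR1, dispensed at 90 nM, was prereduced with 400 uM NADPH (final) for 5 min at ~22 deg C, then incubated with compound 15 min before 400 uM selenite. A first-read NADPH fluorescence drop versus no-compound background flagged substrates.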
Pin1 inhibitor: human Pin1 inhibition; Potency, µM (series often up to 115 µM), for inactives: top-dose activity, negative = inhibition, actives largely listed as inhibitors; actives 0.009% (n = 390,000); Q13526; Pin1 FP peptide displacement, HiFluor488, 10 min; active = well fitted inhibition curve with a large enough effect in the polarisation, with a control signal flat, not every such curve was filed as active; inconclusive = small, poorly fitted or top-dose-only effect, or effect the other way, or a change in a side signal; inactive = no such curve, though single readings can be large or run the other way; the % refers to the polarisation; note: potency is the fitted concentration of half-maximal effect; % is set by controls: 0 for no effect and ±100 for the full control effect
Target sequence (Q13526 whole entry, looked up): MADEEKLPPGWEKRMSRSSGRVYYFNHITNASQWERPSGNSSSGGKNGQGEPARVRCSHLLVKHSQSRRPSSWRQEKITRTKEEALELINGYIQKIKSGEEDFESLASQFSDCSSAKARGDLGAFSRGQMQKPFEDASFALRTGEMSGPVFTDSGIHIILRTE
GLS inhibitor: inhibitors of human glutaminase (GLS) | AID 624170 | GLS enzymatic activity, qHTS titration | Potency, µM (titrated, usually from 45.5 µM), inactives show top-dose activity change, negative = inhibition, usual class: inhibitors | actives 0.21% (n = 410,000) | O94925; note: potency is the fitted concentration of half-maximal effect; % is set by controls: 0 for no effect and ±100 for the full control effect
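Glutamate formation by hKGA was monitored fluorometrically using coupled glutamate oxidase, HRP and Amplex Red. Substrate was added as 1 mM L-glutamine solution; incubation was 30 min at RT after an initial read.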
USP1-UAF1 inh: blocks the human USP1/UAF1 deubiquitinase complex | O94782 | recombinant USP1/UAF1, Ub-Rhodamine cleavage fluorescence | Potency, µM (titrated, usually from 57.1 µM), without a hit: at the top dose activity change, negative = inhibition, actives largely listed as inhibitors | actives 0.23% (n = 390,000) | AID 743255; note: potency is the fitted concentration of half-maximal effect; % is set by controls: 0 for no effect and ±100 for the full control effect; nearly all actives have a fitted effect of over 60% in size; inactives centre near -12
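High-throughput fluorogenic screen: 1nM USP1/UAF1 complex, Ub-Rho substrate 150nM final, 50mM HEPES pH 7.8 with 0.5mM EDTA, 0.1 mg/ml BSA, 1mM TCEP and 0.01% Tween-20.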
IDH1 R132H inh: blocks human mutant IDH1 R132H enzyme; O75874; IDH1-R132H enzyme, NADPH consumption, diaphorase/resazurin fluorescence; Potency, µM (titrated, usually from 76.6 µM), without a hit: top-dose activity change, negative = inhibition, most hits filed as inhibitors; actives 0.093% (n = 390,000); AID 602179; note: potency is the fitted concentration of half-maximal effect; % is set by controls: 0 for no effect and ±100 for the full control effect; nearly all actives have a fitted effect of over 65% in size
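IDH1-R132H (0.5 ug/mL dispensed) in pH 7.5 Tris buffer was preincubated 30 min with compound, then given a substrate mix of 0.016 mM NADPH and 2 mM alpha-KG for 80 min at room temperature; remaining NADPH was read by diaphorase/resazurin fluorescence.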
HP1b chromo inh: blocks HP1-beta chromodomain binding to methylated histone tails | P83916 | actives 0.56% (n = 390,000) | Potency, µM (series often up to 114 µM), for inactives: at the highest dose activity change, negative = inhibition, most hits filed as inhibitors | AlphaScreen HP1-beta / biotin-H3K9me3 peptide binding | AID 540317; note: potency is the fitted concentration of half-maximal effect; nearly all actives have a fitted effect of over 70% in size; inactives centre near 23
Target sequence (P83916 whole entry, looked up): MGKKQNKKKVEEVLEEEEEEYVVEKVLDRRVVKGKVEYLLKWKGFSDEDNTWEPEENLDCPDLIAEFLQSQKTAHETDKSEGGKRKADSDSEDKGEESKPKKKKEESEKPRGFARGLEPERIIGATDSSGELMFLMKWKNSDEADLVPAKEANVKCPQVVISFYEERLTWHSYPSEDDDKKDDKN
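HP1-beta protein (50 nM final) preincubated 30 min at room temperature with biotinylated H3(1-18)K9me3 peptide (50 nM) in PBS pH 7.4, 0.01% Tween-20, then compound added for 30 min. AlphaScreen streptavidin donor/nickel chelate acceptor beads (10 ug/mL final), 30 min dark, luminescence read.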
PI4K2A block: blocks human PI4K2A kinase activity | purified PI4K2A, ADP-Glo luminescence, 1 h; hits give low values | activity change, negative = inhibition, % at 76.9 µM | actives 0.13% (n = 420,000) | AID 1346378; in the data active = activity change below about -50%; inconclusive = mostly about -30% to -49%;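 note: -100% = wells without enzyme as full effect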
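Compounds are screened against recombinant PI4K2A using PI as substrate and ATP, the latter dispensed at 300 microM. Reactions run one hour at ambient temperature before ADP-Glo detection; full inhibition defined by wells lacking enzyme.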
* marks the source's active call; other numbers are inactive results; [ ] = dose if it differs, or a comment. Unless noted, calls come from the whole dose curve; as a rule, active = well fitted curve in the direction sought with a large enough effect; inconclusive = small, poorly fitted or top-dose-only effect, or another doubt; inactive = no such curve, though single readings can be large; an effect the other way counts as inactive or inconclusive. These rows are one share of the data; the hit share may differ from the screen's.

O=S(=O)(c1ccccc1)c1nc(-c2ccccc2Cl)oc1N1CCCCCC1 was read as PGK inhibitor inactive, TrxR1 inh 17.7%, TrxR1 substrate 2.6%, Pin1 inhibitor 17.5%, GLS inhibitor 0.8%, USP1-UAF1 inh -10.6%, IDH1 R132H inh 19.6%, HP1b chromo inh -0.8% and PI4K2A block 1.6.
O=S(=O)(Nc1ccc(N2CCOCC2)cc1)c1ccc(F)cc1F was read as PGK inhibitor -0.5%, TrxR1 inh 23.0%[57.1 µM], TrxR1 substrate 1.3%[57.1 µM], Pin1 inhibitor -1.4%, GLS inhibitor 3.8%, USP1-UAF1 inh 0.1%, IDH1 R132H inh 3.9%, HP1b chromo inh -18.8% and PI4K2A block -0.6.
For O=C(CC1C(=O)NCCN1CC1CCCCC1)NCc1cccc(F)c1F (stereo unspecified) the results were PGK inhibitor inactive, TrxR1 inh 19.0%[57.1 µM], TrxR1 substrate -1.6%[57.1 µM], Pin1 inhibitor -2.3%, GLS inhibitor 11.2%, USP1-UAF1 inh 7.0%, IDH1 R132H inh -4.9%, HP1b chromo inh -0.9% and PI4K2A block 3.2.
Screening COc1ccc(-n2c(SCC(N)=O)nc3sc4c(c3c2=O)CCN(C)C4)cc1 returned PGK inhibitor 2.3%, TrxR1 inh -3.4%[57.1 µM], TrxR1 substrate 8.0%[57.1 µM], Pin1 inhibitor 8.5%, GLS inhibitor -24.4%, USP1-UAF1 inh -12.7%, IDH1 R132H inh 0.5%, HP1b chromo inh 20.7% and PI4K2A block -2.5.
CC(C)(C)CC(=O)Nc1ccc(-c2cn3cccnc3n2)cc1 was read as PGK inhibitor inactive, TrxR1 inh 114.4%, TrxR1 substrate 193.7%[activator][57.1 µM], Pin1 inhibitor 1.9%, GLS inhibitor -11.7%, USP1-UAF1 inh -18.2%, IDH1 R132H inh 2.2%, HP1b chromo inh 29.1% and PI4K2A block -1.1.
Screening Cc1ccc(NC(=O)C2CC(=O)Nc3nc4ccccc4n32)c(C)c1 (stereo unspecified) returned PGK inhibitor -8.6%, TrxR1 inh 27.4%, TrxR1 substrate 3.1%, Pin1 inhibitor 2.9%, GLS inhibitor -3.6%, USP1-UAF1 inh -10.2%, IDH1 R132H inh 4.0%, HP1b chromo inh 16.4% and PI4K2A block -3.7.
`O=C(CCCn1c(=O)c2ccccc2n(Cc2cccc(Cl)c2)c1=O)NCCc1ccc(Cl)cc1` gave PGK inhibitor 4.3%, TrxR1 inh 7.2%, TrxR1 substrate 4.5%, Pin1 inhibitor 4.8%, GLS inhibitor -12.3%, USP1-UAF1 inh -20.5%, IDH1 R132H inh 0.5%, HP1b chromo inh 26.0% and PI4K2A block -4.7.
`COc1ccc(C(=O)NCC(c2ccc(N(C)C)cc2)N2CCc3ccccc32)c(OC)c1` (stereo unspecified) gave PGK inhibitor 8.6%, TrxR1 inh 9.4%[57.1 µM], TrxR1 substrate 1.8%[57.1 µM], Pin1 inhibitor -7.5%, GLS inhibitor 21.1%, USP1-UAF1 inh -3.7%, IDH1 R132H inh -11.3%, HP1b chromo inh 22.5% and PI4K2A block 0.4.
`CC(C)(C)NC(=O)CN(Cc1ccco1)C(=O)CCC(=O)Nc1nccs1` gave PGK inhibitor -0.5%, TrxR1 inh 11.6%, TrxR1 substrate -0.2%, Pin1 inhibitor -11.2%, GLS inhibitor 3.7%, USP1-UAF1 inh inconclusive, IDH1 R132H inh -10.6%, HP1b chromo inh 9.2% and PI4K2A block 2.4.
`CCCCNC(=S)N/N=C/c1sccc1C` gave PGK inhibitor inactive, TrxR1 inh 11.0%[57.1 µM], TrxR1 substrate -10.9%[57.1 µM], Pin1 inhibitor 2.4%, GLS inhibitor -10.3%, USP1-UAF1 inh -1.4%, IDH1 R132H inh 4.0%, HP1b chromo inh 22.2% and PI4K2A block 9.1.
`Cc1nc(NC(=O)CSc2nnc(N)s2)c(Cl)cc1Cl` gave PGK inhibitor -5.8%, TrxR1 inh 33.1%[57.1 µM], TrxR1 substrate 9.8%[57.1 µM], Pin1 inhibitor 12.4%, GLS inhibitor 1.1%, USP1-UAF1 inh -1.3%, IDH1 R132H inh 1.3%, HP1b chromo inh 20.1% and PI4K2A block -0.8.
For O=C(CN1C(=O)/C(=C/c2cccc(Br)c2)SC1=S)Nc1cccnc1 the results were PGK inhibitor -3.9%, TrxR1 inh 6.6%[57.1 µM], TrxR1 substrate 1.4%[57.1 µM], Pin1 inhibitor 18.0%, GLS inhibitor 1.8%, USP1-UAF1 inh -10.6%, IDH1 R132H inh 2.3%, HP1b chromo inh -5.9% and PI4K2A block 1.5.
Screening COC(=O)c1ccccc1OCC(=O)NC1CCCCC1 returned PGK inhibitor -8.6%, TrxR1 inh 10.7%, TrxR1 substrate 2.9%, Pin1 inhibitor -1.5%, GLS inhibitor -4.6%, USP1-UAF1 inh -5.1%, IDH1 R132H inh -6.1%, HP1b chromo inh 18.3% and PI4K2A block 9.8.
`CC(=O)OC1CC(C)(C)N(OC(=O)CCCN2C(=O)c3ccccc3C2=O)C(C)(C)C1` gave PGK inhibitor -3.5%, TrxR1 inh 5.8%[57.1 µM], TrxR1 substrate 0.9%[57.1 µM], Pin1 inhibitor -1.9%, GLS inhibitor -8.5%, USP1-UAF1 inh -17.4%, IDH1 R132H inh -6.4%, HP1b chromo inh 24.0% and PI4K2A block -4.4.
CC(C)(C)OC(=O)N(Cc1ccccc1)Cc1ccccc1OCc1cccc(NC(=O)c2ccccc2)c1 was read as PGK inhibitor -4.4%, TrxR1 inh 20.4%, TrxR1 substrate 1.1%, Pin1 inhibitor inconclusive, GLS inhibitor -3.6%, USP1-UAF1 inh inconclusive, IDH1 R132H inh 4.0%, HP1b chromo inh 75.2%[activator] and PI4K2A block 0.7.
Screening Cc1ccc(C)c(NC(=S)N(C)CCc2ccccn2)c1 returned PGK inhibitor -3.6%, TrxR1 inh -13.0%, TrxR1 substrate -4.9%, Pin1 inhibitor -1.1%, GLS inhibitor -7.2%, USP1-UAF1 inh -18.0%, IDH1 R132H inh 1.3%, HP1b chromo inh 36.2% and PI4K2A block -3.9.
For CCCCSC(=S)N(C)C1CCS(=O)(=O)C1 (stereo unspecified) the results were PGK inhibitor -4.6%, TrxR1 inh 13.7%, TrxR1 substrate 2.5%, Pin1 inhibitor 0.9%, GLS inhibitor 4.0%, USP1-UAF1 inh 4.5%, IDH1 R132H inh -1.7%, HP1b chromo inh 18.7% and PI4K2A block 2.4.
For N#Cc1ccccc1S(=O)(=O)N1CCN(C(=O)CCC2CCCC2)CC1 the results were PGK inhibitor -4.6%, TrxR1 inh 8.2%, TrxR1 substrate -1.3%, Pin1 inhibitor 0.8%, GLS inhibitor 0.0%, USP1-UAF1 inh -7.4%, IDH1 R132H inh 0.4%, HP1b chromo inh 39.3%[activator] and PI4K2A block -1.8.
`Cc1ccc(NC(=S)NCc2cccs2)cc1` gave PGK inhibitor -0.9%, TrxR1 inh 14.3%[57.1 µM], TrxR1 substrate 8.9%[57.1 µM], Pin1 inhibitor -3.2%, GLS inhibitor 7.0%, USP1-UAF1 inh -15.8%, IDH1 R132H inh 2.6%, HP1b chromo inh 20.8% and PI4K2A block -0.4.
`Cc1nn(-c2ccc(C(F)(F)F)cn2)c(C)c1Oc1ccccc1O` gave PGK inhibitor -4.2%, TrxR1 inh -6.8%, TrxR1 substrate -11.5%, Pin1 inhibitor -10.1%, GLS inhibitor 2.9%, USP1-UAF1 inh -15.7%, IDH1 R132H inh 7.1%, HP1b chromo inh 18.6% and PI4K2A block 1.1.
Screening CC(C)C(NS(=O)(=O)c1cccs1)C(=O)N1CCc2ccccc2C1 (stereo unspecified) returned PGK inhibitor -4.6%, TrxR1 inh 6.1%[57.1 µM], TrxR1 substrate 8.6%[57.1 µM], Pin1 inhibitor 1.9%, GLS inhibitor -1.3%, USP1-UAF1 inh -1.4%, IDH1 R132H inh 6.4%, HP1b chromo inh 25.7% and PI4K2A block -4.2.
Cc1cc(O)c(NC(=O)c2ccco2)cc1C was read as PGK inhibitor -2.0%, TrxR1 inh -12.4%[11.4 µM], TrxR1 substrate 3.0%[11.4 µM], Pin1 inhibitor -3.0%, GLS inhibitor 98.4%[activator], USP1-UAF1 inh -13.0%, IDH1 R132H inh 2.7%, HP1b chromo inh 33.8% and PI4K2A block 2.3.
`CCN(CC(=O)Nc1cc(Cl)ccc1C)c1ncnc2sc(C)c(C)c12` gave PGK inhibitor -5.5%, TrxR1 inh 8.4%, TrxR1 substrate -0.5%, Pin1 inhibitor 2.1%, GLS inhibitor -1.5%, USP1-UAF1 inh -10.4%, IDH1 R132H inh -5.8%, HP1b chromo inh 17.5% and PI4K2A block 8.9.
Cc1noc(C)c1COC(=O)CCN1c2ccccc2Sc2ccccc21 was read as PGK inhibitor 0.0%, TrxR1 inh 2.1%, TrxR1 substrate -4.3%, Pin1 inhibitor inconclusive, GLS inhibitor 29.2%, USP1-UAF1 inh -5.1%, IDH1 R132H inh -0.9%, HP1b chromo inh -14.2% and PI4K2A block -5.4.
